Source: PubChem BioAssay
MBD2 inh = inhibitors of human MBD2 binding to methylated oligonucleotide. TR-FRET. 0.31% of 370,000 active. inhibition, % at 4.4 µM. Q9UBB5; in the data active = inhibition above about 13%
Target sequence (Q9UBB5 whole entry, looked up): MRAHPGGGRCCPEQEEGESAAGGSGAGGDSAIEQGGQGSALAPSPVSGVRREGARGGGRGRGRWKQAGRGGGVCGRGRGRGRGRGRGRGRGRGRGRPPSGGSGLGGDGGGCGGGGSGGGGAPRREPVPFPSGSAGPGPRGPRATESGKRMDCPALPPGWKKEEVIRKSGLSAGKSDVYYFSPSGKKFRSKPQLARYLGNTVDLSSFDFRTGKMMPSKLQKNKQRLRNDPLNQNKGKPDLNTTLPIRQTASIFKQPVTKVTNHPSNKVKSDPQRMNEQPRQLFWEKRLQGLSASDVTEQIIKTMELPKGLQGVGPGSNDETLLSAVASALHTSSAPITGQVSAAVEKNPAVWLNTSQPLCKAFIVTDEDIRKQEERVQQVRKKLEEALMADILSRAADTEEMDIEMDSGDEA
DAX1 inh-1 = inhibitors of DAX1 repression of SF-1 activated StAR promoter; HEK293T StAR-luciferase reporter, SF-1/DAX-1 repression relief; inhibition, % at 6.8 µM; 1.1% of 370,000 active; AID 652010;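 active = inhibition above the mean over all tested compounds plus 3 SD, cut at about 3.6% in these data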;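 note: 0% = DAX-1 cells with DMSO and 100% = cells lacking DAX-1 with DMSO; higher inhibition means more luminescence from relief of DAX-1 repression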
PLCb3 inh = blocks human PLC-beta3 enzyme activity. Q01970. Purified PLC-beta3, fluorogenic substrate, fluorescence. inhibition, % at 12.2 µM. 0.18% of 370,000 active; in the data active = inhibition above about 11%;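 note: 0% = median of compound wells on plate and 100% = full blocker control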
hgDAF-12 ag = hgDAF-12 agonism, primary luciferase screen. HEK293 GAL4-hgDAF12 UAS-luciferase reporter, agonist luminescence; normalized to butyrate control. activation, % at 6.8 µM. 1.8% of 370,000 active. AID 687014;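 active = activation above a cutoff set at the mean of all screened compounds plus 3 SD, cut at about 10% in these data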;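 note: 0% = DMSO wells and 100% = sodium butyrate wells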
SMARCA2 act = SMARCA2 function activation, primary screen; MG213 cells, MMTV-luciferase reporter, dexamethasone, overnight; activation, % at 9.1 µM; 1% of 370,000 active; in the data active = activation above about 7.8%;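 note: 0% = vehicle wells and 100% = reference activator wells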
DAX1 inh-2 = inhibitors of human orphan nuclear receptor DAX1 (NR0B1). P51843. HEK293 Gal4-DAX1 luciferase reporter, luminescence. inhibition, % at 6.75 µM. 0.99% of 340,000 active. AID 504766;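 active = inhibition above the mean over all tested compounds plus 3 SD, cut at about 4.2% in these data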;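 note: 0% = DAX1-transfected cells with DMSO and 100% = empty-vector control cells with DMSO; inhibition shows as a rise in luminescence from relieved DAX1 repression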
Target sequence (P51843 207-470 limits assumed): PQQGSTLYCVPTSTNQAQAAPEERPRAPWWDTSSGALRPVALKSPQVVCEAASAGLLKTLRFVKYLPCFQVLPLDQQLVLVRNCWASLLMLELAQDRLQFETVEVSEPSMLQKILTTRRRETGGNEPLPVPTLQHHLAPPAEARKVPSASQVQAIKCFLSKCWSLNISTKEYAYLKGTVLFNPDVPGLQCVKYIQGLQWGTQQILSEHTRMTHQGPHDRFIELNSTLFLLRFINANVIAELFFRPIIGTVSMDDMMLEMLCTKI
NR1D1 modulator = modulators of human Rev-erb alpha DNA binding; Rev-erbα–FITC-DNA binding, fluorescence polarization, 90 min; activity, % at 10 µM; AID 1259318; 0.79% of 370,000 active; P20393;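 active = activity above about 14%, limit read from the data; passing the limit was not always enough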;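 note: 0% = DMSO wells with 35 nM protein and 100% = DMSO wells with 750 nM protein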
hcDAF-12 act = activates DAF-12 receptor from parasite H. contortus; activation, % at 6.8 µM; AID 652067; HEK293 hcDAF-12 lit1-tk-luc reporter, luminescence; 0% DMSO, 100% Δ7-dafachronic acid; 1.4% of 370,000 active;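 active = activation above the mean of all tested compounds plus 3 SD, cut at about 5.5% in these data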;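 note: 100% = response to 3 µM Δ7-dafachronic acid high control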
ADAM17 inh = inhibits human ADAM17 | P78536 | recombinant ADAM17, EDANS/DABCYL FRET peptide cleavage | inhibition, % at 6.95 µM | 0.83% of 370,000 active | AID 720648;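 active = inhibition above the mean of compounds lying between control limits plus 3 SD, set per campaign, cut at about 8.5% in these data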;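 note: 0% = DMSO-only wells as the low control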
PLC-gamma1 inh = blocks human PLC-gamma1 enzyme activity; P19174; purified PLC-gamma1, fluorogenic substrate, fluorescence; inhibition, % at 12.2 µM; 0.84% of 370,000 active; AID 720700; in the data active = inhibition above about 9.5%
ssDAF12 agonist = S. stercoralis DAF-12 activation, primary screen; AID 652126; HEK293 ssDAF-12/GRIP1 lit1-tk-luc reporter, luminescence; % of 3 µM dafachronic acid response; 1% of 370,000 active; activation, % at 6.8 µM;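 active = activation above the mean over all tested compounds plus 3 SD, cut at about 0.9% in these data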;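 note: 0% = DMSO-only wells and 100% = 3 µM delta7-dafachronic acid wells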
* hit, by the source's call; i = inactive; · = not tested or not shown; & = joins results of further samples. The order is random; overall some 7.4% were active at least once.

no. | molecule | ADAM17 inh | hcDAF-12 act | SMARCA2 act | DAX1 inh-2 | PLC-gamma1 inh | NR1D1 modulator | MBD2 inh | ssDAF12 agonist | hgDAF-12 ag | PLCb3 inh | DAX1 inh-1
1 | CCC(=O)Nc1ccc2c(c1)C(=O)N(C)C2=O | -169 | -1.3 | -3 | 0.1 | i | 0 | 3 | -1.1 | -1.0 | i | 0.2
2 | CN(c1ccccc1)S(=O)(=O)c1cccc(C(=O)N2CCN(c3ccccn3)CC2)c1 | 3 | -1.7 | -7 | -1.4 | 4 | -1 | 8 | -1.5 | -1.5 | 0 | -0.9
3 | Cc1nn2c(-c3ccncc3)ccnc2c1Br | -2 | -1.8 | -1 | -0.2 | 2 | 0 | 1 | -1.2 | -0.4 | -45 | -0.9
4 | O=C(COc1cccc2c1CCNC2=O)NC1CCCCC1 | -1 | 0.9 | 0 | 0.2 | -37 | -5 | 0 | -0.4 | 0.5 | -1 | 3.2
5 | CC(=O)c1ccc(N2CCN(CCC#N)CC2)c(F)c1 | -5 | -1.4 | 4 | 1.0 | -1 | 1 | 3 | -1.0 | -1.9 | -1 | 0.6
6 | Cc1ccc(C(=O)OCC(=O)NN2C(=O)NC3(CCC(C)CC3)C2=O)cc1 (centres undefined) | -5 | -0.1 | 0 | -0.3 | 1 | 0 | -1 | -1.1 | 2.2 | -8 | 0.0
7 | CCOc1ccc(S(=O)(=O)Nc2cccc(C(=O)N3CCN(c4ccccc4O)CC3)c2)cc1 | 2 | -1.2 | -1 | -0.6 | -11 | 13 | 2 | -1.0 | 1.5 | -10 | -0.8
8 | O=C(Cc1cccs1)NNC(=S)NC(=O)c1ccccc1 | -3 | 0.1 | -5 | -0.3 | 3 | 1 | -2 | 0.2 | -0.6 | 1 | 0.9
9 | C=CC(=O)N=c1sc2ccccc2n1-c1ccccc1 | 0 | -1.9 | -1 | 0.0 | 3 | 2 | 1 | -1.3 | -3.4 | 2 | -1.0
10 | CCCN1CCC(N2CCCC(C(=O)O)C2)CC1 (centres undefined) | 0 | -4.5 | -1 | -1.9 | -2 | 8 | -3 | -2.3 | -6.8 | -1 | -1.1
11 | Cc1cccc(NC(=O)C2CCCN2S(=O)(=O)c2ccc3c(c2)n(C)c(=O)c(=O)n3C)c1 (centres undefined) | -2 | -1.3 | -1 | -0.5 | -4 | 2 | 3 | -0.9 | -1.0 | -7 | 1.3
12 | CN(C)CCNC(=O)c1cc(Br)ccc1Cl | -3 | 0.3 | 1 | -0.7 | 1 | -4 | 3 | -0.6 | 0.8 | -5 | 0.8
13 | COc1ccc(CCNC(=O)CN2C(=O)NC3(CCCCC3)C2=O)cc1 | 1 | -0.3 | 5 | 0.0 | 2 | 0 | 1 | -0.4 | 3.7 | 2 | -6.9
14 | CCOC(=O)C1CCCN(S(=O)(=O)c2cc(OCC(=O)NC3CCCCC3)c(C)cc2Cl)C1 (centres undefined) | 3 | -2.6 | -3 | -0.5 | 5 | -5 | -1 | -1.2 | -1.8 | 2 | 0.1
15 | CCNC(=O)N(C)[C@H]1C[C@@H](c2ccccc2)N(C(C)=O)C[C@H]1CO | -3 | 2.0 | 5 | · | 2 | -2 | 0 | -0.4 | 0.3 | 4 | 0.9
16 | COc1cccc(C(=O)Nc2nc(SCc3ccc(Cl)cc3)n[nH]2)c1 | -2 | 1.5 | 0 | 2.6 | 1 | -1 | -4 | -1.2 | 0.7 | -5 | 0.5
17 | Cc1ccc(NC(=S)N2CCCC2)cc1C | 3 | 2.1 | 1 | 2.7 | 0 | -5 | 2 | -0.5 | -0.3 | -5 | 2.0
18 | O=C(O)c1ccccn1 | -4 | 1.5 | 0 | -1.7 | 1 | -3&6 | -2 | -1.2 | -0.1 | 1 | 0.2
19 | O=C1CC(C(=O)NC2CCCCC2)C2(CCCCC2)O1 (centres undefined) | -1 | -0.5 | 1 | 2.2 | -1 | -6 | -4 | -1.3 | 3.0 | 3 | 0.5
20 | O=C(NCc1cccnc1)/C(=C/c1ccc(-c2ccc(Cl)cc2)o1)S(=O)(=O)c1ccccc1 | -8 | -5.0 | 1 | -4.4 | -2 | 2 | -4 | -2.5 | -13 | -4 | -4.7
21 | O=C(Nc1cnn(Cc2ccc(Cl)cc2Cl)c1)c1cc(-c2cccs2)on1 | -2 | -0.6 | -1 | 0.1 | 0 | -4 | -3 | -1.6 | 3.2 | -2 | -2.5
22 | Cc1cc(=O)oc2cc(NC(=O)c3cccc(S(C)(=O)=O)c3)ccc12 | -120 | 3.9 | 5 | -0.7 | -86 | -11 | -1 | -0.1 | 5.3 | -129 | 0.5
23 | NC(=O)c1ccc(CSc2nc3ccccc3s2)cc1 | -5 | 8.1* | 2 | 0.4 | 0 | -3 | 3 | 0.6 | 7.9 | -10 | 1.1
24 | CCCCNC(=O)C1(C)CCN1Cc1ccc(C#N)cc1 (centres undefined) | -6 | -0.9 | -2 | · | -2 | -8 | 7 | -1.5 | -0.1 | 2 | 1.0
25 | c1ccc2c(c1)ccc1ncccc12 | -13 | -0.8 | 1 | 0.4 | 2 | -1 | -8 | -1.6 | 7.8 | -7 | 0.3
26 | COc1ccc(CN2CCN(S(=O)(=O)c3ccc(NC(C)=O)cc3)CC2)cc1OC | 0 | -1.0 | -4 | -0.3 | 1 | 1 | -2 | -0.9 | -4.3 | 2 | -0.3
27 | Cc1csc(=Nc2c(C)n(C)n(-c3ccccc3)c2=O)n1Cc1ccccc1 | 4&-1 | -1.0&-1.9 | -5&-3 | -1.4&1.0 | 5&-2 | 0&-2 | -4&1 | -0.8&-1.6 | 2.0&-0.8 | -3&0 | 0.4&-0.3
28 | COC(=O)[C@@H](NCc1cccc(CN[C@H](C(=O)OC)c2ccccc2)c1)c1ccccc1 | -5 | -1.3 | 0 | -0.9 | 1 | -4 | -4 | -1.6 | -0.8 | -1 | -0.1
29 | CCCCNC(=S)Nc1ccccc1Cc1ccccc1 | -2 | -1.2 | -2 | -0.6 | 4 | -5 | 0 | -1.5 | 0.7 | -5 | 0.1
30 | Cc1ccccc1-n1nc2c(c1NC(=O)c1ccco1)CS(=O)(=O)C2 | -3 | 0.3 | -2 | 1.9 | -2 | 0 | 3 | -0.3 | 1.5 | 1 | 1.0
31 | COc1ccc(C(=O)N2CCN(S(=O)(=O)c3cc(Cl)ccc3OC)CC2)cc1 | -1 | -0.9 | 1 | 0.5 | -1 | -2 | -6 | -1.0 | 1.2 | 1 | -0.2
32 | COc1cc(OC)cc(OC(=O)C2CCN(C3=NS(=O)(=O)c4ccccc43)CC2)c1 | 1 | -1.0 | 2 | 0.8 | 1 | -5 | 0 | -0.8 | -1.1 | 2 | 0.4
33 | O=C(OCC(=O)N1N=C(c2ccc(Cl)cc2)CC1c1ccco1)c1ccco1 (centres undefined) | -2 | 0.1 | -4 | 1.6 | 1 | 3 | 0 | -0.9 | -1.2 | 0 | -0.6
34 | O=C(NC(=S)NCCN1CCOCC1)c1cccc(Cl)c1 | 2 | -1.0 | 0 | 0.3 | 2 | -4 | -6 | -1.2 | 3.4 | -1 | 0.5
35 | CCOc1ccccc1C1CC(=O)Nc2c1c(=O)n(C)c(=O)n2C (centres undefined) | 1 | 0.5 | -3 | -0.9 | 1 | -1 | 4 | -2.0 | 0.4 | 2 | 0.6
36 | CCN(CC)CCn1c2ccccc2c2nc3ccccc3nc21 | 0 | 6.1* | 34* | 2.1 | -126 | 5 | 7 | 0.1 | 5.5 | -167 | -0.6
37 | O=C(C1CCCN(S(=O)(=O)Cc2ccccc2)C1)N1CCC(Cc2ccccc2)CC1 (centres undefined) | -4 | -1.8 | -5 | -1.7 | -1 | 2 | 1 | -1.6 | 2.9 | 3 | -0.9
38 | O=C(CN(C1CCCCC1)S(=O)(=O)c1ccc(F)cc1)NCc1ccncc1 | 1 | -0.6 | -2 | 1.4 | -2 | 5 | 6 | -1.1 | -0.8 | 1 | -0.5
39 | O=S(=O)(c1ccc(S(=O)(=O)N2CCN(C/C=C/c3ccccc3)CC2)cc1)N1CCCC1 | -2 | -0.2 | -1 | -1.1 | 2 | -7 | -3 | -1.1 | 0.8 | 1 | -0.4
40 | O=C(CN(CCc1ccccc1)S(=O)(=O)c1ccc(Cl)s1)N1CCOCC1 | -3 | -0.1 | -6 | · | 3 | 0 | 0 | -1.5 | 0.4 | 2 | -1.0
41 | COCC(=O)N1CCC(Oc2cccc(C(=O)NCc3ccccn3)c2)CC1 | -1 | -2.3 | -1 | 0.4 | 1 | -3 | 1 | -1.3 | 2.2 | 0 | -0.3
42 | O=C(NNC(=O)c1ccc(S(=O)(=O)N2CCCCC2)cc1)c1ccccc1 | -4 | -1.9 | -2 | 3.0 | -1 | 0 | 2 | -1.5 | -1.0 | -4 | -0.4
43 | CC(C)=CC(=O)N1CCC(N2CCC(C(=O)NCC3CCCO3)CC2)CC1 (centres undefined) | -6 | -1.8 | 0 | 0.2 | -16 | 5 | -3 | -0.7 | -0.4 | -22 | -0.3
44 | COc1ccccc1NC(=S)NCCc1ccc(F)cc1 | 3 | -1.1 | -3 | -0.5 | 3 | 1 | -3 | -0.3 | -0.5 | 1 | -0.1
45 | CCOC(=O)C1CCN(C(=O)C(C)(C)NC(=O)Nc2ccc(Cl)cc2Cl)CC1 | 2 | -1.0 | · | · | 5 | -5 | -1 | -1.2 | -2.8 | 1 | ·
46 | CCC(C)Sc1nc2c(c(=O)[nH]c(=O)n2C)n1CCc1ccccc1 (centres undefined) | -6 | -0.7 | 1 | -0.1 | 2 | 4 | 6 | -1.1 | -0.2 | 0 | -1.2
47 | O=C(NNS(=O)(=O)c1ccccc1F)c1sccc1-n1cccc1 | -5 | -0.6 | -3 | 3.7 | 1 | -3 | -4 | -0.8 | 2.2 | 6 | 0.8
48 | COc1ccc(S(=O)(=O)N2CCOC23CCN(S(=O)(=O)c2cc(C)ccc2OC)CC3)cc1 | -3 | -2.3 | 1 | 2.4 | 6 | -2 | 4 | -0.8 | -0.3 | -1 | 0.0
49 | Cc1noc(C)c1COc1ccccc1C(=O)N1CCN(S(=O)(=O)c2ccc(C(C)C)cc2)CC1 | -5 | -1.4 | 1 | 0.5 | 2 | -4 | 3 | -1.3 | -1.3 | 1 | -0.2
50 | Fc1ccccc1OCCn1c(=S)[nH]c2ccccc21 | 1 | -2.5 | 4 | -0.3 | 2 | 7 | 0 | -1.4 | 1.3 | -2 | -0.1
51 | CCN(CC)S(=O)(=O)c1cc(-c2nn(C)c(=O)c3ccccc23)ccc1C | 0 | -2.4 | -1 | -1.0 | 3 | -1 | -3 | -1.4 | -3.2 | 1 | -0.5
52 | CCOC(=O)C1CCN(c2nc3c(C)cccn3c(=O)c2/C=C(\C#N)S(=O)(=O)c2ccccc2)CC1 | 1 | 0.2 | 1 | 0.1 | -16 | 5 | -4 | -0.8 | -0.9 | -41 | 0.0
53 | CC(C)[C@@H]1NC(=O)c2cc([N+](=O)[O-])cc(I)c2NCCC[C@@H](C(N)=O)NC(=O)[C@H](CO)NC1=O | 4 | -1.3 | 1 | · | 8 | 0 | -1 | -1.1 | -1.3 | 5 | 0.5
